# Bioassay records (PubChem BioAssay)
# APEX1 inh: APE1 (human) endonuclease inhibition | P27695 | recombinant APE1, TAMRA/BHQ-2 abasic DNA cleavage fluorescence | Potency, µM (highest dose often 65.8 µM), for the others: at the highest dose activity change, negative = inhibition, hits mostly inhibitors | 350,000 tested, 0.35% active;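 note: plate controls were vehicle for no effect and reference inhibitor for full effect; nearly all actives have a fitted effect of over 55% in size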
# Target sequence (P27695 whole entry, looked up): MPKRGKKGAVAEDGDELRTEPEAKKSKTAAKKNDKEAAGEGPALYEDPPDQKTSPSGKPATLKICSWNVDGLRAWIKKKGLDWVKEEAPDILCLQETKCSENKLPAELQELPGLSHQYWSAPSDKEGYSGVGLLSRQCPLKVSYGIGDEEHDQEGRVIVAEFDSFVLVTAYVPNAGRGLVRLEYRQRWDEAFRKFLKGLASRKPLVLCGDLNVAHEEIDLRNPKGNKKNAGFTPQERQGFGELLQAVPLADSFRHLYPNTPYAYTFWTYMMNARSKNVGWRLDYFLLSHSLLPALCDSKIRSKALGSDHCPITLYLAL
#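 Activity was derived from the fluorescence gain between first and third kinetic reads (60 s intervals, ex 525/em 598 nm) after 50 nM THF-abasic TAMRA/BHQ-2 duplex was added to 0.75 nM APE1 preincubated 15 min with compound.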
# POLI inh: inhibitors of human DNA polymerase iota | Pol iota fluorescent replication assay, 10 min | Potency, µM (series often up to 115 µM), for the others: at the highest dose activity, negative = inhibition, usual class: inhibitors | 390,000 tested, 1% active | Q9UNA4
#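 Fluorescent replication assay read twice, at 0 min and 10 min after adding 50 nM (final) substrate. Enzyme (10 nM) and compounds were first incubated 15 min at room temperature; enzyme-free buffer wells were negative controls.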
# Pol beta inh: inhibitors of human DNA polymerase beta. P06746. Pol beta primer extension/strand displacement, fluorescence kinetic. Potency, µM (doses to about 114 µM), without a hit: top-dose activity change, negative = inhibition, hits mostly inhibitors. 340,000 tested, 1.3% active. AID 485314; note: % is set by controls: 0 for no effect and ±100 for the full control effect
#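 Pol beta (10 nM) was preincubated with compound for 15 min at room temperature. The reaction was then started with 50 nM substrate and read immediately and after a further 10 min at room temperature.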
# BLM inh: Bloom syndrome helicase (human) inhibition | P54132 | recombinant BLM DNA unwinding, fluorescence dequenching | Potency, µM (titrated, usually from 56.1 µM), without a hit: at the highest dose activity change, negative = inhibition, most hits filed as inhibitors | 350,000 tested, 0.2% active | AID 2528;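 note: plate controls were vehicle for no effect and no enzyme for full effect; nearly all actives have a fitted effect of over 35% in size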
# Pol kappa inh: blocks human DNA polymerase kappa activity | AID 588579 | Q9UBT6 | 400,000 tested, 0.53% active | Potency, µM (doses to about 107 µM), for inactives: at the highest dose activity, negative = inhibition, actives largely listed as inhibitors | purified Pol kappa, fluorescent DNA synthesis assay, 10 min; note: % is set by controls: 0 for no effect and ±100 for the full control effect
#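 Here, compound and 10 nM enzyme are combined for 15 min at room temperature; adding 50 nM substrate (final) starts DNA synthesis, tracked by fluorescence at 0 and 10 min against buffer-only wells.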
# BAZ2B inh: inhibitors of human BAZ2B bromodomain; 360,000 tested, 4.4% active; Potency, µM (highest dose often 114 µM), for inactives: at the top dose activity change, negative = inhibition, usual class: inhibitors; AlphaScreen BAZ2B-H3K14Ac peptide displacement; Q9UIF8; note: % is set by controls: 0 for no effect and ±100 for the full control effect; nearly all actives have a fitted effect of over 60% in size
#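 Compounds, titrated to a top concentration of 110 uM, were incubated 30 min at room temperature with preformed BAZ2B/acetyl-K14 H3 peptide complex (50 nM each). Proximity signal was measured by AlphaScreen after 20 min with beads.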
# POLH inh: blocks human DNA polymerase eta activity | Q9Y253 | recombinant Pol eta, fluorescent DNA replication assay | Potency, µM (titrated, usually from 114 µM), inactives show at the top dose activity change, negative = inhibition, actives largely listed as inhibitors | 390,000 tested, 1.2% active; note: % is set by controls: 0 for no effect and ±100 for the full control effect
#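 Pol eta (10 nM) was preincubated with compounds for 15 min at room temperature, after which fluorescent replication substrate (50 nM final) was added to start the reaction. Fluorescence was read kinetically at 0 and 10 min.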
# JMJD2A Tudor inh: blocks the human JMJD2A Tudor domain. O75164. AlphaScreen JMJD2A-Tudor / H3K4me3 peptide binding. Potency, µM (titrated, usually from 114 µM), for the others: at the highest dose activity change, negative = inhibition, actives largely listed as inhibitors. 390,000 tested, 4.4% active. AID 504339; note: % is set by controls: 0 for no effect and ±100 for the full control effect; nearly all actives have a fitted effect of over 50% in size
# G9a inh: blocks human histone lysine methyltransferase G9a | Q96KQ7 | G9a H3K9 monomethylation, AlphaScreen, 2 h | Potency, µM (series often up to 102 µM), for inactives: at the highest dose activity, negative = inhibition, most hits filed as inhibitors | 350,000 tested, 8.8% active | AID 504332; note: % is set by controls: 0 for no effect and ±100 for the full control effect; nearly all actives have a fitted effect of over 75% in size
# Target sequence (Q96KQ7 913-1193 limits assumed): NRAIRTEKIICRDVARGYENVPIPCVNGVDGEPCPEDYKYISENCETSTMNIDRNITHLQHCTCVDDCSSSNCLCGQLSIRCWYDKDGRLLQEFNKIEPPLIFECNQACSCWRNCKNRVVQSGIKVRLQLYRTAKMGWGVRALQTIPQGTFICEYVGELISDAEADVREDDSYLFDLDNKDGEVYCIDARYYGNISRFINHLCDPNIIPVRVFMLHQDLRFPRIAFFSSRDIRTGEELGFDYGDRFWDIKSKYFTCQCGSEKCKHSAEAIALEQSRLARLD
#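 Enzyme 20 nM + cpd, 15 min RT; add b-H3K9 pep 500 nM / SAM 20 uM; 2 h RT; anti-H3K9me1 Ab 0.5 ug/mL + SA donor / anti-rabbit acceptor beads 20 ug/mL each, 10 min; AlphaScreen read.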
# Active calls of the source: *; ? = inconclusive; . = not tested or not shown; & = joins results of further samples; [ ] = remark or other dose. Calls come from the whole dose curve; as a rule, active = well fitted curve in the direction sought with a large enough effect; inconclusive = small, poorly fitted or top-dose-only effect, or another doubt; inactive = no such curve, though single readings can be large; an effect the other way counts as inactive or inconclusive. Potency is the fitted concentration of half-maximal effect. These rows are one share of the data, so the mix of outcomes need not match the whole.
SMILES,APEX1 inh,POLI inh,Pol beta inh,BLM inh,Pol kappa inh,BAZ2B inh,POLH inh,JMJD2A Tudor inh,G9a inh
COc1ccc(N2CC(C(=O)Nc3cccc(S(=O)(=O)N4CCCC4)c3)CC2=O)c(OC)c1 (stereo not given),14%,9%,.,.,2%,-3%,-9%,-26%,-36%
COC(=O)c1ccccc1Oc1ccc(NC(=O)c2ccco2)cc1,-4%,-24%,0%,-6%,-16%,-23%,2%,-12%,-7%
COCCNC(=O)Nc1ccc(F)cc1,2%,78%[activator],83%,-2%,-9%,-25%,-12%,-11%,-2%
O=C(Nc1cccn2ncnc12)C(Cl)Cl,-3%,10%,6%,0%,-11%,-5%,3%,9%,-31%
CCOc1ccccc1-c1nc(-c2ccc(NC(=O)Cc3ccc(OC)cc3)cc2)no1,0%,?,32µM*,-19%,-21%,-8%,?,?,-8%
COc1cc(NC(=O)c2ccc(-c3cccc([N+](=O)[O-])c3)o2)ccc1NC(=O)C(C)C,21%,5%,-23%,-2%,0%,-18%,-6%,-9%,28%
COc1ccc(CNC(=O)C(=O)NCC2OCCN2S(=O)(=O)c2ccc(C)cc2)cc1 (stereo not given),36%,-11%,5%,-5%,-6%,?,-8%,-6%,14%
Nc1nnc(SCC(=O)NC2CCCCCCC2)s1,-8%,-15%,.,.,9%,9%,2%,-21%,5%
CCCOc1ccc(C2c3c(-c4c(C)cc(C)cc4O)n[nH]c3C(=O)N2CCO)cc1 (stereo not given),.,6%,-20%,2%,-8%,-8%,.,-8%,6%[59 µM]
NCCCC[C@H]1CNC(=S)N1CCc1cccc(F)c1,-1%,-19%,12%,-8%,-1%,-4%,-12%,-18%,-6%[59 µM]
CCOc1cc(CNCc2ccc(C(=O)O)cc2)ccc1OC,6%,75%[activator],5%,5%,0%,-36%,-9%,2%[11.4 µM],.
O=C(Nc1ccc(S(=O)(=O)N2CCCC2)cc1)c1ccc2c(=O)n3c(nc2c1)CCCCC3,0%,-12%,2%,-3%,-2%,3%,-17%,12%[57.1 µM],23%[59 µM]
O=C(NCc1ccc(F)cc1)c1cc(S(=O)(=O)N2CCOCC2)ccc1F,1%,9%,34%,0%,-3%,5%,-13%,-19%,-27%
COCCn1c(=O)c(-c2ccc(F)cc2)nc2cnc(Oc3cccc(Cl)c3)nc21,23%,.,.,2%,-6%[60.1 µM],.,.,.,0%[12.7 µM]
COc1ccc(-n2c(=O)c(-c3cn(C)c4ccccc34)nc3cncnc32)cc1,-4%,.,.,-7%,-3%[60.1 µM],.,.,.,2%[12.7 µM]
Cc1ccc(N2CC(NC(=O)c3ccc(S(=O)(=O)N4CCCCC4)cc3)CC2=O)cc1 (stereo not given),.,44%[activator],4%,-2%,-7%[60.1 µM],-12%,-14%,-18%,11%[59 µM]
CC(C)CCNC(=O)CN(Cc1ccco1)C(=O)CCC(=O)Nc1nccs1,26%,33%[activator],50%,-1%,4%,4%,-18%,-12%,-9%
O=C(COc1ccc(Br)cc1Cl)NC1CCN(Cc2ccccc2)CC1,-5%,45%[activator],26%,0%,-2%,-19%,-9%,-23%,11%
CC(=O)Nc1ccc(NS(=O)(=O)c2c(C(=O)N3CCC(C)CC3)c(C)n(C)c2C)cc1,.,15%,-1%,1%,-12%[60.1 µM],-20%,-15%,-12%,15%[59 µM]
Cc1ccc(N2C(=O)C(CN3CCCCC3)C2c2ccccc2)cc1 (stereo not given),12%,50%[activator],21%,-4%,-8%,-7%,-4%,-21%,8%[59 µM]
Cc1c(C=O)c2ccccn2c1C(=O)c1ccncc1,-2%,27%,17%,6%,-8%,15%,-18%,-14%,-15%[0.501 µM]
CCOc1ccc(NC(=O)CSc2nnc(CCNC(=O)c3ccc(OC)cc3)n2C)cc1,7%,13%,-1%,-5%,-5%,6%,-6%,-4%,23%
CC(C)(C)CC(=O)NC(=S)NCCc1ccccc1,-3%,5%[58.9 µM],9%,-6%,-15%,-1%,-20%,21%,83%[activator]
COc1ccc(C2C(=O)N(C3CCCCCC3)CC(=O)N2CCc2ccc(Cl)cc2)cc1OC (stereo not given),.,5%,1%,-6%,-1%[60.1 µM],-17%,-15%,-34%,-10%[59 µM]
Cc1cc(C)cc(NC(=O)CSc2c(C(C)C)cnc3c2c(=O)n(C)c(=O)n3C)c1,.,-26%,2%,-7%,-10%[60.1 µM],8%,-2%,-23%,5%[59 µM]
# (continued)
SMILES,APEX1 inh,POLI inh,Pol beta inh,BLM inh,Pol kappa inh,BAZ2B inh,POLH inh,JMJD2A Tudor inh,G9a inh
COc1ccc(CN2CCCCC2C)cc1OC (stereo not given),3%,?,2%,0%,-6%,5%,10%,-10%,4%
COC(=O)c1c(C)[nH]c(C(=O)CN2C(=O)NC3(CCOc4ccccc43)C2=O)c1C (stereo not given),43%,-1%,.,.,-3%,-6%,-20%,-13%,17%[59 µM]
Cc1ccc(C(=O)O)cc1NC(=S)NC(=O)c1ccc(COc2ccccc2)cc1,-26%,-13%,-12%,-6%,-2%,50µM*,-32%,?,.
O=C(c1ccncc1)N1CCC2(CCCN(c3ccncc3)C2)CC1,15%,.,.,-15%,-4%[60.1 µM],.,.,.,4%[12.7 µM]
CN(C)c1ccc(/C=c2\sc3n(c2=O)CCCN=3)cc1,13%,8%,-1%,-2%,-10%,-34%,-2%,-23%[11.4 µM],3.2µM*
Cc1ccc(S(=O)(=O)N(C)C)cc1NC(=S)Nc1ccc2cn[nH]c2c1,-2%,95%[activator],-23%,0%,-14%,.,-13%,-8%,?
COc1ccc(OCC(=O)N2c3ccccc3CCc3ccccc32)cc1,0%,14%,24%,-6%,-16%,1%,-7%,-15%,59%[activator][59 µM]
Cc1cccc(N2CCN(C(=O)COc3ccc4c(c3)CCC4)CC2C)c1 (stereo not given),15%,27%,.,.,-15%,?,-28%,-34%,10%[59 µM]
CCOC(=O)C1=C(COC(=O)c2cccc(Br)c2)NC(=O)NC1C (stereo not given),15%,24%,.,.,0%,6%,-4%,-2%,12%[2.33 µM]
CC(=O)Nc1c(OC(C)=O)ccc2c(C)cc(=O)oc12,11%,18%,-15%,0%,0%,-9%,-16%,-2%,?
COc1ccccc1C(=O)N/C(=C/c1ccc2c(c1)OCO2)C(=O)Nc1ccc(C(=O)O)cc1,4%,110%[activator],5%,-1%,-23%,-18%,16%,-4%,-13%
N#Cc1c(-c2ccccc2)oc(=O)c2ccccc12,32%,24%,-2%,-10%,1%,-6%,-4%,12%,10%
Cc1nc2scc(-c3cccs3)c2c(=O)n1CC(=O)O,15%,-14%,0%,-7%,-5%,6%,-7%,0%,-3%[59 µM]
c1ccc(N=Nc2cn[nH]c2-c2ccco2)cc1,-2%,39%[activator],19%,-4%,0%,?,-20%,?,?
COc1ccc(OC)c(S(=O)(=O)Nc2ccc3c(c2)n(C)c(=O)n3C)c1,40%,21%&79%,5%&-1%,2%&3%,-18%&-3%,?,-13%&-18%,-19%&-12%,?
Cc1cc(NC(=S)Nc2cccnc2)ccc1Br,-1%,63%[activator],0%,-5%,-4%,-3%,-18%,-21%,40µM*
CC(C)CN(C(=O)COC(=O)c1cc(=O)[nH]c2ccccc12)c1c(N)n(Cc2ccccc2)c(=O)[nH]c1=O,.,41%[activator],.,.,-1%,.,-5%,-16%,.
O=C(N[C@@H](Cc1ccccc1)C(=O)OCC(=O)N1CCOCC1)c1cccs1,7%,4%,-2%,1%,0%,-22%,-14%,-1%,-23%
COc1ccc(Cl)cc1NC(=S)NCc1ccco1,0%,4%,15%,-6%,-5%,?,-14%,?,9%[59 µM]
COc1ccc(C(C2C(=O)CC(C)(C)CC2=O)C2C(=O)CC(C)(C)CC2=O)cc1CO,-3%,5%,45%,-1%,-7%,-1%,2%,-15%,?
COc1ccc(OC)c(-c2cc(C(=O)Nc3c(C)n(C)n(-c4ccccc4)c3=O)no2)c1,0%,16%,1%,-1%,-2%,6%,1%,-4%,1%
COc1ccccc1C(=O)NNC(=O)c1ccc(F)cc1,-5%,34%[activator],34%,0%,-12%,-2%,0%,-4%,12%[59 µM]
CCC(C(=O)Nc1cc(C)on1)c1ccccc1 (stereo not given),1%,-3%,-2%,-4%,-8%,?,-7%,0%,9%
O=C(COC(=O)C1CC1)NCCc1ccccc1,16%,48%[activator],.,.,-9%,.,-13%,-7%,.
CC[C@@H]1CC=C[C@H]2[C@H]1C(=O)N(Cc1ccccc1)[C@H]2c1ccoc1,6%,-19%,?,-8%,-42%,4%,-8%,-14%,-3%[12.7 µM]
# (next part)
SMILES,APEX1 inh,POLI inh,Pol beta inh,BLM inh,Pol kappa inh,BAZ2B inh,POLH inh,JMJD2A Tudor inh,G9a inh
CCOC(=O)c1[nH]nc(-c2c(O)cc(C)cc2O)c1-c1csc(C)n1,-1%,?,-6%,-2%,-3%,?,-7%,4%,-11%
Cc1nn2c(nc1=O)SCC(c1ccccc1)=N2,-1%,?,?,1%,-7%,-1%,2%,-22%,-6%[12.7 µM]
CC(=O)OC(C[N+]1(C)CCCCCC1)c1ccccc1 (stereo not given),17%,-15%,16%,-3%,4%,2%,1%,-6%,-12%
O=C(Nc1cccc(S(=O)(=O)N2CCOCC2)c1)c1ccc(Cl)nc1,-3%,7%,.,.,14%,.,-13%,-6%,.
COc1cccc2sc3ccc(C#CC4(O)CCCCC4)cc3c(=O)c12,-3%,-13%,18%,-3%,-24%,?,-7%,-26%,.
COc1ccc(NS(=O)(=O)c2cccc(C(=O)N/N=C/c3ccccn3)c2)cc1,-1%,102%[activator],8%,-1%,-10%,5%,-16%,-12%,20%
Cc1ccc(/C=N\NC(=O)c2csnn2)cc1,25%,?,6%,0%,-10%,8%,-16%,-9%[11.4 µM],.
NC(=O)CC(NC(=O)c1ccccc1)c1ccc(NCc2ccccn2)c([N+](=O)[O-])c1 (stereo not given),-1%,25%,47%,3%,13%,?,-6%,-13%,.

# Entries from the list above containing an aryl thioether with sulfur outside any ring:
SMILES,APEX1 inh,POLI inh,Pol beta inh,BLM inh,Pol kappa inh,BAZ2B inh,POLH inh,JMJD2A Tudor inh,G9a inh
Nc1nnc(SCC(=O)NC2CCCCCCC2)s1,-8%,-15%,.,.,9%,9%,2%,-21%,5%
CCOc1ccc(NC(=O)CSc2nnc(CCNC(=O)c3ccc(OC)cc3)n2C)cc1,7%,13%,-1%,-5%,-5%,6%,-6%,-4%,23%
Cc1cc(C)cc(NC(=O)CSc2c(C(C)C)cnc3c2c(=O)n(C)c(=O)n3C)c1,.,-26%,2%,-7%,-10%[60.1 µM],8%,-2%,-23%,5%[59 µM]
